Tat transport: E. coli Tat transport inhibition. E. coli MC4100 TorA-mCherry Tat export, fluorescence. inhibition, % at 10 µM. actives 0.036% (n = 340,000). AID 488895;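 active = mean replicate inhibition at least 50% and at least half of replicates individually reaching 50%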;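 note: exported cargo escapes ClpAP degradation while cytoplasmic cargo is degraded and loses fluorescence; 0% = median of neutral control wells and 100% = median of NaSCN control wells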
SUMO Mot1 rescue: blocks SUMOylation pathway, rescuing yeast Mot1-301 growth; S. cerevisiae Mot1-301 growth rescue, ATP luminescence, 38.5C; percent above DMSO median, 100 means doubled; growth rescue, % at 18.8 µM; actives 1% (n = 320,000); AID 2716;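 active = every valid replicate shows activation above 250% relative to neutral control wells; inactive = the rest, any valid replicate at or below 250%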;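 note: OY570 slx delta 5 strain wells were the positive control but not used for scaling; some compounds called inactive have numbers as strong as hits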
MOR-DOR inv ag: inverse agonist of human OPRM1-OPRD1 heterodimerization. P35372+P41143. actives 0.21% (n = 340,000). AID 504357. inhibition, % at 9.3 µM. cell-based MOR-DOR heterodimer luminescence, inverse agonism; in the data active = inhibition above about 22%, passing the limit was not always enough;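 note: 0% = cells with DMSO and 100% = wells without cells with DMSO; values of inactives mirror those of a sister screen read the other way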
HTR5A inv ctr: counter-screen for OPRM1-OPRD1 inverse agonists: human HTR5A inverse agonism; P47898; HTR5A cell line, luminescence; inhibition, % at 9.3 µM; actives 0.083% (n = 340,000); in the data active = inhibition mostly above about 23%, no sharp cut-off; inactive = mostly below about 18%;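 note: 0% = cells with DMSO and 100% = no-cell wells with DMSO; some compounds called inactive have numbers as strong as hits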
Target sequence (P47898 whole entry, looked up): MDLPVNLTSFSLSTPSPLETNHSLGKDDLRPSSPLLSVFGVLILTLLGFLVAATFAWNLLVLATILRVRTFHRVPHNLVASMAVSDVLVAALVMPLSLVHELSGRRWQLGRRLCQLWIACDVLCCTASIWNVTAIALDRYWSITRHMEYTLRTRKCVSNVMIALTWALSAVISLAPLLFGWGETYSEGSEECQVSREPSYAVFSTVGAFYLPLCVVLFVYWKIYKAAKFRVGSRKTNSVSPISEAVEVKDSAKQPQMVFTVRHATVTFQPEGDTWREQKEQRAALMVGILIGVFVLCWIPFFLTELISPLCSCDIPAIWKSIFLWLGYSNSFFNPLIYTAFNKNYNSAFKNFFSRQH
PfHsp90 yeast 2: inhibits growth of yeast expressing Plasmodium falciparum Hsp90. S. cerevisiae expressing PfHsp90, BacTiter-Glo ATP, 48 h; yeast lacking PDR1 and PDR3 efflux regulators. inhibition, % at 9.4 µM. actives 0.32% (n = 310,000). AID 504621;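 active = every replicate shows inhibition above about 80%, whatever the replicate mean, limit read from the data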;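 note: 0% = DMSO neutral controls and 100% = 20 µM radicicol positive controls; yeast relying on Plasmodium falciparum Hsp90 in place of its own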
AddAB inh: less growth of phage-infected E. coli with AddAB; E. coli expressing H. pylori AddAB, absorbance growth; AID 435030; actives 0.29% (n = 330,000); inhibition, % at 11.9 µM; in the data active = inhibition above about 12%;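 note: 0% = vehicle wells of infected cells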
E coli growth: counter-screen for AddAB inhibitors: E. coli growth inhibition; E. coli V3065 growth, OD600 absorbance, 18 h; inhibition, % at 11.9 µM; actives 0.27% (n = 330,000); AID 449728;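 active = inhibition above the campaign's mean inhibition across all tested compounds plus 3 SD, cut at about 9.9% in these data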;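 note: uninfected addAB+ strain grown without phage in ampicillin broth; 0% = DMSO wells and 100% = ciprofloxacin 0.95 µg/ml wells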
PKA-R1A activ: PKA-R1A complex activation. P00514+P68181. PKA-R1A dissociation, Cy5-IP20 fluorescence polarization; scaled: DMSO 0%, 113 µM cGMP 100%. activation, % at 11.4 µM. actives 0.083% (n = 340,000);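 active = percent activation above the mean of all tested compounds plus 3 SD, cut at about 19% in these data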;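 note: higher means more PKAc released from R1A so a rise in polarization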
phage Ecoli inh: E. coli growth loss with phage present | growth absorbance | inhibition, % at 11.9 µM | actives 0.26% (n = 360,000) | AID 651602; in the data active = inhibition above about 11%
OPRM1-OPRD1 ag: agonists of human mu-delta opioid receptor heterodimerization. P35372+P41143. cells, OPRM1-OPRD1 heterodimerization, luminescence. activation, % at 9.3 µM. actives 0.3% (n = 340,000); in the data active = activation above about 18%;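 note: 0% = vehicle-treated cells and 100% = reference agonist; values of inactives mirror those of a sister screen read the other way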
PKA-R2B activ: activates the human PKA-R2B holoenzyme complex; P22694+P31323; AID 504700; activation, % at 11.4 µM; actives 0.079% (n = 340,000); PKA-R2B holoenzyme dissociation, Cy5-IP20 fluorescence polarization; R2B truncated from residue 108, S112A mutant; 0% DMSO only, 100% 113 µM cGMP;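 active = activation above a cutoff set at the mean over all compounds plus 3 SD, cut at about 18% in these data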;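 note: higher means more holoenzyme dissociation and a rise in polarization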
Target sequence (P31323 whole entry, looked up, other chains not shown, the tested form may be a part): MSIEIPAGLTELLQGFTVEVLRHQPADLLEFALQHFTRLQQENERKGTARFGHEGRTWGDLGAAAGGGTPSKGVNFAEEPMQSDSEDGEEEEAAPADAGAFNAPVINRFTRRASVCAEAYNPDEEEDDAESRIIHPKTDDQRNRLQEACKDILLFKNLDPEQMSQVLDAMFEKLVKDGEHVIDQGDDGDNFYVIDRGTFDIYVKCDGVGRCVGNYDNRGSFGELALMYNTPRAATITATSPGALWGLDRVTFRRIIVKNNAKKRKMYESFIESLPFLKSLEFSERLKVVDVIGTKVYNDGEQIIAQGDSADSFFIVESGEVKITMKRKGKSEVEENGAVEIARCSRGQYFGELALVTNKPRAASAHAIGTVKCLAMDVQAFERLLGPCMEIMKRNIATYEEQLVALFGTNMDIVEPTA
* hit, by the source's call; . = no result given.

SMILES	Tat transport	SUMO Mot1 rescue	MOR-DOR inv ag	HTR5A inv ctr	PfHsp90 yeast 2	AddAB inh	E coli growth	PKA-R1A activ	phage Ecoli inh	OPRM1-OPRD1 ag	PKA-R2B activ
O=c1ccc2ccc(O[C@@H]3O[C@H](CO)[C@@H](O)[C@H](O)[C@H]3O)c(O)c2o1	-8	-1	-3	-12	-18	2.6	0.5	1	3.3	0.5	2
CCCCCC(=O)NC(=S)Nc1ccc(Br)cc1C	1	2	-9	12	3	-0.3	0.5	5	4.1	1.6	-3
CCCOc1ccc(-c2nc(N3CCN(CC)CC3)c3ccccc3n2)cc1	5	88	-11	-2	-16	-2.0	-0.8	-1	2.8	2.4	14
CC(Cc1ccccc1)N/C=C1\CC(=O)NC1=O (stereo unspecified)	1	-10	15	-4	-39	3.7	2.5	-5	2.1	-3.2	0
Cc1ccc(C(=O)N/C(=C/c2ccco2)C(=O)N2CCOCC2)cc1	1	8	10	2	-10	0.4	2.5	-3	0.9	-1.6	2
O=C1CCC(=O)N1OCCOc1ccc(Cl)c2ccccc12	3	0	5	-6	.	-0.7	-0.2	-13	-1.6	-1.0	-4
Cc1cc(C)c(C)c(S(=O)(=O)N2CCCN(C)CC2)c1C	1	16	4	16	11	3.8	-1.1	6	1.1	-0.6	-5
COc1ccccc1C(=O)NC(CCSC)C(=O)NNC(=O)c1csc(N2CCOCC2)n1 (stereo unspecified)	5	-4	11	23	0	3.4	1.3	3	-0.6	-2.0	11
CC(C)(O)c1[nH]c2ccc(C(F)(F)F)cc2c1C(C)(C)O	-6	2	4	-35	-7	3.6	1.2	-7	3.0	-0.6	-15
Cc1ccc(S(=O)(=O)Cn2nnnc2C(C(C)C)N2CCSCC2)cc1 (stereo unspecified)	2	0	-10	-1	-35	2.4	-1.2	-1	1.9	1.7	1
CCCN(CCC)CC(=O)NCC1(c2ccccc2)CCOCC1	-11	1	-11	-6	8	1.9	0.5	-2	3.4	2.1	-2
CCN(CC)CC(C)(C)C(=O)/C=C/c1ccc(/C=C/C(=O)C(C)(C)CN(CC)CC)cc1	3	.	43*	6	-3	.	.	-2	-0.2	-8.9	-3
Cc1cc(Br)ccc1OCC(=O)N(Cc1nc(-c2ccccc2)no1)C(C)C	2	22	-22	1	.	-1.8	-2.5	2	4.4	3.8	-3
N#C/C(=C\c1cn(CCOc2ccccc2F)c2ccccc12)C(=O)NCc1cccs1	-2	5	-9	14	-20	4.0	0.9	-8	3.0	1.9	-6
CCN1C(=O)/C(=C\c2ccco2)C(C(=O)OC)=C1C	-7	22	17	-3	1	2.3	2.4	-6	4.5	-3.4	-18
O=C(CN1CCCCC1)Nc1ccc(C(F)(F)F)cc1Cl	0	-17	2	-45	3	0.4	0.1	0	0.2	-0.3	-5
COc1nc(=O)n(C2OC(CO)C(O)C2O)cc1C (stereo unspecified)	0	.	1	-8	9	.	.	6	0.8	-0.1	3
Cc1cccc(-c2nc(CC(=O)Nc3cccc(S(=O)(=O)NC4=NCCC4)c3)cs2)c1	-8	6	6	-1	10	-0.6	-0.3	-15	5.8	-1.5	-10
O=C(c1ccc(Cl)cc1)n1cnc2ccccc21	2	-10	-2	10	-7	4.8	1.9	-14	2.8	0.3	2
CC(CNC(=O)C(C)(C)C)NC(=O)C(C)(C)C (stereo unspecified)	-12	8	9	0	-4	2.0	0.1	3	4.0	-1.8	-8

A draw from above in order of count of non-hydrogen atoms, falling.
SMILES	Tat transport	SUMO Mot1 rescue	MOR-DOR inv ag	HTR5A inv ctr	PfHsp90 yeast 2	AddAB inh	E coli growth	PKA-R1A activ	phage Ecoli inh	OPRM1-OPRD1 ag	PKA-R2B activ
Cc1cccc(-c2nc(CC(=O)Nc3cccc(S(=O)(=O)NC4=NCCC4)c3)cs2)c1	-8	6	6	-1	10	-0.6	-0.3	-15	5.8	-1.5	-10
O=C(CN1CCCCC1)Nc1ccc(C(F)(F)F)cc1Cl	0	-17	2	-45	3	0.4	0.1	0	0.2	-0.3	-5
COc1nc(=O)n(C2OC(CO)C(O)C2O)cc1C (stereo unspecified)	0	.	1	-8	9	.	.	6	0.8	-0.1	3

New compounds follow.
SMILES	Tat transport	SUMO Mot1 rescue	MOR-DOR inv ag	HTR5A inv ctr	PfHsp90 yeast 2	AddAB inh	E coli growth	PKA-R1A activ	phage Ecoli inh	OPRM1-OPRD1 ag	PKA-R2B activ
Cc1ccc(OCc2nnc(SCC(=O)N3CCc4ccccc43)n2C)cc1	7	2	-30	-20	-27	2.9	1.4	8	1.3	5.0	-8
COc1ccc(/C=C(\NC(=O)c2cccs2)C(=O)NC(C)(C)C)cc1OC	3	7	17	11	-37	0.8	0.3	4	2.5	-3.0	-7
O=C(NCc1ccc(Cl)cc1)C1CCC(CNc2c(N3CCCC3)c(=O)c2=O)CC1 (stereo unspecified)	2	0	11	-7	6	1.6	1.2	3	1.5	-2.2	3
CC1CCCN(CCCNC(=O)CN2C(=O)COc3ccc(S(=O)(=O)N4CCOCC4)cc32)C1 (stereo unspecified)	-3	.	18	14	9	2.1	-0.7	-11	2.0	-3.4	0
COc1ccc2oc(=O)c(/C(C)=N/Nc3nc(-c4cc(C)ccc4C)cs3)cc2c1	-8	106	4	-3	-18	1.0	-2.5	-17	3.9	-0.8	2
CS(=O)(=O)c1sc2nc(-c3cccs3)cc(-c3ccccc3)c2c1N	0	11	9	-6	-9	-2.4	-1.0	-20	3.6	-1.6	2
O=C(NCCCN1CCCC1=O)[C@H](CSCc1ccccc1)N1Cc2ccccc2C1=O	-1	-7	-4	10	10	0.9	-0.2	0	2.6	0.7	1
CCC1CCCCN1CC(=O)Nc1cc(C)nn1-c1nc(C)cc(C)n1 (stereo unspecified)	1	2	-9	10	.	-1.1	-0.9	-10	-0.2	1.5	2
CC(=O)Nc1ccc(N2CCN(c3ccc(C(F)(F)F)cn3)CC2)nc1	-15	-1	5	-17	-2	-2.3	-4.7	4	1.4	-1.0	4
COc1cc(N)c(Cl)cc1C(=O)OCC(=O)NCC1CCCO1 (stereo unspecified)	11	20	18	-3	4	-0.7	-1.9	-5	0.2	-4.7	-12
COc1ccc(CCNC(=O)C2CCN(C(=O)c3cccc(Cl)c3)CC2)cc1OC	-4	-8	8	-15	-9	2.1	-3.0	-8	1.3	-1.7	3
Cc1ccc(OC(=O)c2oc3ccc(F)cc3c2C)c(C)c1	13	19	-32	-16	15	0.4	-2.1	-17	-0.4	5.5	-4
CCc1ccc(N2CC(C(=O)Nc3ccc4c(c3)OCCO4)CC2=O)cc1 (stereo unspecified)	0	-5	3	-5	24	1.0	-0.2	7	3.5	-0.5	-9
CCCSC(=S)NC1CCS(=O)(=O)C1 (stereo unspecified)	21	7	-21	-36	32	0.4	2.7	-22	-2.4	3.4	-5
O=C(COC(=O)c1n[nH]c2ccccc12)Nc1ccccc1	7	-1	18	5	-14	3.0	2.8	-13	2.6	-4.0	-4
CSCCC(NC(=O)COc1ccccc1)C(=O)Nc1ccc(C)cc1 (stereo unspecified)	-2	-3	10	11	14	-1.4	-1.4	-5	4.5	-1.9	7
O=C(O)c1ccccc1CSc1nc2ccccc2s1	-3	7	-7	-7	4	2.3	-1.8	1	0.4	0.8	11
CCC(=O)NC(=S)Nc1cc(C(=O)O)ccc1OC	-2	-19	16	39	18	4.0	-1.0	7	4.3	-3.1	0
CCC(C)NC(=O)CC1Oc2ccc(Cl)cc2NC1=O (stereo unspecified)	13	10	10	6	5	2.4	0.9	-7	1.1	-1.9	-6
Cc1ccc(NC(=O)c2ncn(CCCN(C)CCc3ccccn3)n2)cc1C	0	.	10	-12	-23	.	.	-18	0.4	-2.2	-1
NCCCC[C@@H](C(=O)N1CCNCC1)n1cc(CN)nn1	1	-6	2	-13	-8	1.3	2.8	0	2.1	-0.3	-1
CC(C)(C)c1csc(N(CCC#N)CCC#N)n1	3	-3	0	-8	.	0.2	0.4	-9	0.3	0.0	3
COc1ccc(-c2cc(C(F)(F)F)n3ncc(C(=O)N4CCc5ccccc5C4)c3n2)cc1	2	49	13	7	-4	3.2	0.6	4	1.4	-2.4	4
C/C(=C\c1ccccc1)C(=O)Nc1cc(C)on1	-4	-7	5	-2	4	4.1	3.3	5	2.5	-0.8	-2
COc1ccc(OC)c(CCNC(=O)c2ccc3c(=O)[nH]c4c(C(=O)NC(C)C)sc(=S)n4c3c2)c1	0	-15	17	20	-11	3.7	0.6	-9	2.0	-3.4	-13
O=C(NCc1cccnc1)c1ccc(S(=O)(=O)N2CCOCC2)cc1	-1	-6	20	5	-57	0.1	-0.4	-2	2.0	-3.5	-8
Cc1cccc(NC(=O)c2nc[nH]c2C(=O)NCCCCCCNC(=O)c2[nH]cnc2C(=O)Nc2cccc(C)c2)c1	-1	14	19	0	-10	-0.3	-0.4	1	2.6	-4.1	1
CCN1CCN(C(=O)N2CCOCC2)CC1	-1	138	20	2	-17	3.8	0.5	-17	5.8	-4.3	-3
COc1ccc(/C(C)=N/NC(=O)CNC(=O)/C=C\c2ccco2)cc1	5	178	7	6	-49	1.5	0.3	-2	1.5	-1.0	-11
Cc1ccc(S(=O)(=O)N(C)C)cc1[N+](=O)[O-]	-4	2	-3	7	-4	1.2	-0.4	-5	4.6	0.6	-5
CN(C(=O)CN1C(=O)c2cccc(N)c2C1=O)C1CCCCC1	2	-22	-4	7	10	2.9	1.4	-11	1.3	0.8	2
Cc1ccc2cc(CCNS(=O)(=O)c3ccc(Br)cc3)c(=O)[nH]c2c1C	0	-1	-3	-15	17	4.4	0.3	-14	1.8	0.6	-10
CCC(=O)Nc1ccc(C(=O)CN2C(=O)NC3(CCOc4ccccc43)C2=O)cc1 (stereo unspecified)	6	-4	9	-6	-1	2.1	0.3	-7	3.1	-2.1	-4
Cc1ccc2cccc(S(=O)(=O)NC3CCS(=O)(=O)C3)c2n1 (stereo unspecified)	2	-25	10	6	.	0.0	2.1	3	.	-1.9	-4
O=C(c1ccc(Cl)cc1)N1CCC(C(=O)N2CCCc3ccccc32)CC1	6	-12	5	3	0	0.4	-0.4	-11	3.3	-0.9	0
COc1ccc(C(=S)N2CCCC2)cc1C	-8	23	16	14	10	2.7	-1.2	-2	0.0	-2.9	-13
C=C(NC(C)=O)c1c(F)cccc1F	-4	2	2	-9	-1	3.2	1.6	-1	4.7	-0.4	-2
COc1ccc(CC(=O)O/N=C(\N)Cc2ccc(OC)cc2)cc1	2	-6	-8	-1	-8	-0.9	0.9	0	1.6	1.5	5
N#CCOC(=O)C1CSC2(c3ccc(Br)cc3)CCC(=O)N12 (stereo unspecified)	-3	.	-6	-12	36	-0.5	1.3	-8	5.2	1.1	7
O=C(COC(=O)c1cccc(OC(F)F)c1)Nc1cccc(S(=O)(=O)N2CCCC2)c1	0	14	-3	-10	-7	-1.0	-0.1	-11	2.2	0.8	1
Cn1c(SCC(=O)NNC(=O)c2ccccc2)nnc1C(F)(F)F	7	-6	11	12	4	0.6	3.0	13	1.3	-2.9	6
Cc1cc(-c2nc(C)c(C(=O)NN)s2)no1	2	-4	-2	-5	14	-1.3	-1.3	8	0.1	0.4	-1

Screening results (PubChem BioAssay)
